MCF10A rerep = inducers of DNA re-replication in MCF 10A breast cells; MCF 10A DNA re-replication, Hoechst nuclear intensity, 48 h; Potency, µM (titrated, usually from 46.1 µM), without a hit: top-dose activity, positive = re-replication, most hits filed as activators; actives 2.9% (n = 350,000); note: % of control where 0% means no effect; nearly all actives have a fitted effect of over 50% in size
HepG2 viability = HepG2 cytotoxicity, counter-screen for TGF-b inhibitors; HepG2 CAGA-GFP viability, ATP luminescence, 18 h; Potency, µM (series often up to 46.1 µM), inactives show at the highest dose activity change, negative = cytotoxicity, actives largely listed as cytotoxic; actives 0.76% (n = 410,000); note: some results filed as inactive show a strong effect at the top dose
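CellTiter-Glo luminescence gave cytotoxicity after 18 hours at 37 degrees C. The cells were HepG2 CAGA-GFP in 1% FBS DMEM, stimulated with 500 pg/mL TGF-beta after compound addition. %Activity was normalised to no-cell wells (complete cell-killing) and DMSO (no toxicity), and curves were fitted and classified.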
ATXN2 expr inh = ATXN2 expression inhibition | HEK-293 ATXN2-luciferase reporter, luminescence, 24 h | Potency, µM (doses to about 57 µM), for inactives: top-dose activity change, negative = inhibition, usual class: inhibitors | actives 0.72% (n = 360,000) | AID 1745845; note: % is set by controls: 0 for no effect and ±100 for the full control effect; nearly all actives have a fitted effect of over 55% in size
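qHTS (up to 57 uM final) was run with 24 h compound exposure of reporter cells at 37 °C. Each well was multiplexed: SteadyGlo luminescence measured ATXN2-luciferase expression after a fluorogenic Gly-Phe-AFC viability readout (25 uM final).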
A549 tox = counter-screen for Nrf2 inhibitors: cytotoxicity in A549 cells. A549 ARE-Fluc cells, CellTiter-Fluor viability, 18-24 h. Potency, µM (doses to about 46 µM), inactives show at the highest dose activity change, negative = cytotoxicity, actives largely listed as inhibitors. actives 0.16% (n = 390,000); note: % is set by controls: 0 for no effect and ±100 for the full control effect
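A549 ARE_Fluc cells in 5% FBS OPTI-MEM were exposed to compounds in concentration-response for 18-24 h at 37 deg C. Viability was read by CellTiter-Fluor fluorescence (Ex 405/Em 525) after 30 min, before the luciferase read.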
Nrf2 block = inhibitors of Nrf2 signaling; A549 ARE-Fluc reporter, luciferase luminescence, 18-24 h; Potency, µM (doses to about 46 µM), for inactives: top-dose activity change, negative = inhibition, most hits filed as inhibitors; actives 2.1% (n = 360,000); AID 504444; note: % is set by controls: 0 for no effect and ±100 for the full control effect; nearly all actives have a fitted effect of over 60% in size
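Two sequential reads on A549 ARE_Fluc cells exposed to compound for 18-24 h: a CellTiter-Fluor fluorescence read for viability, then a luciferase luminescence read for Nrf2/ARE activity.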
EPAC2 antag = blocks human EPAC2 exchange factor; Q8WZA2; EPAC2 GEF exchange of Rap1B-BODIPY-GDP, fluorescence; Potency, µM (titrated, usually from 114 µM), inactives show top-dose activity, negative = inhibition, actives largely listed as inhibitors; actives 0.18% (n = 360,000); note: % is set by controls: 0 for no effect and ±100 for the full control effect; nearly all actives have a fitted effect of over 45% in size; many of its hits are not listed in these tables
Target sequence (Q8WZA2 whole entry, looked up): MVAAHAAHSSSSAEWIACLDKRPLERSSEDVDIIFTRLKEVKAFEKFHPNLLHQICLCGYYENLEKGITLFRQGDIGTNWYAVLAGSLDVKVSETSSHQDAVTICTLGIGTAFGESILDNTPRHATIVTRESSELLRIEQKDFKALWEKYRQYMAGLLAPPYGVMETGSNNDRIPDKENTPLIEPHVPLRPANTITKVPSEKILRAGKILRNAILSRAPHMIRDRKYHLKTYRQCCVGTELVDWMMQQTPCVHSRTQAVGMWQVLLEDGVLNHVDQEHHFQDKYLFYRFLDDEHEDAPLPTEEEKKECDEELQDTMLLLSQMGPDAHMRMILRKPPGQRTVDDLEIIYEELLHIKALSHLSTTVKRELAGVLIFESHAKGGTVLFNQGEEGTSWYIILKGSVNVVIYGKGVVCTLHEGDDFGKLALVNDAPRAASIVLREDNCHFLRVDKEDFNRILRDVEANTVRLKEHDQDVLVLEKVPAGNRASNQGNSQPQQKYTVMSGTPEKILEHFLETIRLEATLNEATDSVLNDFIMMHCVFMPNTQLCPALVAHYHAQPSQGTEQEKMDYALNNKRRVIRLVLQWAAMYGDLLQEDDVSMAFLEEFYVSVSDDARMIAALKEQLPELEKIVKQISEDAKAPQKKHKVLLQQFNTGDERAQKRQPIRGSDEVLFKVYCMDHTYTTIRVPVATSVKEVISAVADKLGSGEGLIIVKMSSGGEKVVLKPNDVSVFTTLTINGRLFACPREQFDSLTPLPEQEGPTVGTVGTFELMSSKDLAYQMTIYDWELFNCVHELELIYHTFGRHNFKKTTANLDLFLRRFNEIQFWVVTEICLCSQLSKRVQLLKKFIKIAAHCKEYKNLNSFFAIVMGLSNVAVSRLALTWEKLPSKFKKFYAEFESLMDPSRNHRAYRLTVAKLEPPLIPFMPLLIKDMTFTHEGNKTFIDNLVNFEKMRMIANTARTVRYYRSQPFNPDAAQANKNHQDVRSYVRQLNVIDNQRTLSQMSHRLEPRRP
TGFb inhibitor = TGF-b pathway inhibition; HepG2 CAGA-GFP TGF-b/SMAD3 reporter, GFP fluorescence, 18 h; TGF-beta stimulated, 500 pg/mL final; Potency, µM (titrated, usually from 46.1 µM), for inactives: at the top dose activity, negative = inhibition, hits mostly inhibitors; actives 1.2% (n = 410,000); AID 588855; note: % is set by controls: 0 for no effect and ±100 for the full control effect; nearly all actives have a fitted effect of over 65% in size
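HEPG2 CAGA-GFP cells (1000/well, DMEM with 1% FBS) were pre-incubated 2 h at 37 degrees C, given compound by pin tool, then stimulated with TGF-beta at 500 pg/mL final for 18 h before per-cell GFP fluorescence imaging.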
Nrf2 activator = activates Nrf2 signaling | actives 0.31% (n = 410,000) | Potency, µM (titrated, usually from 46.1 µM), for inactives: top-dose activation, actives largely listed as activators | AREc32 ARE-luciferase reporter (MCF7-derived line), luminescence, 24 h; note: % of control where 0% means no effect; nearly all actives have a fitted effect of over 65% in size
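Cells of the AREc32 ARE-luciferase line are plated in OPTI-MEM containing 5% FBS and left overnight at 37 deg C. Compounds are pinned in, incubation continues 24 hr, and firefly luciferase signal is then measured.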
S2 tox = cell viability loss in ATXN counter-screen; S2 cells (HEK-293 line with an ATXN2-luciferase reporter) viability, CellTiter-Fluor protease fluorescence, 24 h; Potency, µM (titrated, usually from 56.7 µM), most hits filed as cytotoxic; actives 0.49% (n = 400,000); note: nearly all actives have a fitted effect of over 40% in size
Starred values were filed as active, the others as inactive; i = inactive; ? = inconclusive; . = not tested or not shown; [ ] = dose if it differs, or a comment. Calls come from the whole dose curve; as a rule, active = well fitted curve in the direction sought with a large enough effect; inconclusive = small, poorly fitted or top-dose-only effect, or another doubt; inactive = no such curve, though single readings can be large; an effect the other way counts as inactive or inconclusive. Potency is the fitted concentration of half-maximal effect. An excerpt. The share of hits here may be higher or lower than overall.

SMILES	MCF10A rerep	HepG2 viability	ATXN2 expr inh	A549 tox	Nrf2 block	EPAC2 antag	TGFb inhibitor	Nrf2 activator	S2 tox
OCCN1CCN(CCCc2c3c(cc4c2CCC4)CCC3)CC1	25%	-7%	7%	-6%	4%	3%	8%	0.5%	i
Cc1cc(C)n(/C(=C/N(C)C)C(=O)c2ccccc2)n1	10%	2%	11%	0%	7%	-6%	0%	-0.3%	i
Fc1ccccc1-c1nc(NCCCN2CCOCC2)c2ccccc2n1	?	-25%	-17%	-21%	?	-5%	5%	0.6%	i
CCc1cccc(NC(=O)Nc2csc3c2CCCC3)c1	.	-27%	.	1%	4%	.	?	0.8%	.
Cc1ccccc1NS(=O)(=O)c1cccc2nonc12	-10%	-25%	-10%	-6%	1%	-14%	-9%	-0.5%	i
O=C(CCCCn1c(=O)c2ccccc2n(CC(=O)Nc2cccc(F)c2)c1=O)NCCc1ccccc1	.	-4%	4%	-1%	0%	.	-29%	0.0%	i
COc1ccc2c(c1)C1=NN(/C(C)=C/C(C)=O)C(c3cccc(F)c3)C1CC2 (configuration not stated)	?	-3%	-8%[11.3 µM]	14%	28%	?	-16%	?	i
CCOC(=O)C(NC=O)(NC(C)(C)C)C(=O)OCC	-4%	-1%	0%	0%	.	10%	8%	0.0%	i
Nc1ncnc2sc3c(c12)CCNC3	7%	4%	-7%	3%	1%	10%	2%	-0.3%	i
Cc1ccc(C(=O)Nc2cccnc2)cc1S(=O)(=O)N1CCCC1	-1%	18%	11%	0%	?	0%	7%	-0.2%	i
Cn1c(=O)oc2cc(S(=O)(=O)NC(Cc3ccccc3)C(=O)Nc3ccc(F)c(Cl)c3)ccc21 (configuration not stated)	.	-22%	-13%	-4%	22%	.	4%	-0.8%	i
Cc1nonc1NC(=O)CSc1ccc(-c2ccccc2)nn1	4%	-18%	2%	0%	.	5%	-1%	0.1%	i
O=C(COC(=O)CCc1ccccc1)Nc1cc(S(=O)(=O)N2CCOCC2)ccc1N1CCCC1	1%	1%	-2%	-1%	-6%	-6%	7%	-0.3%	i
COc1ccc(CCNC(=O)Cn2c(=O)oc3ccccc32)cc1OC	5%	1%	-6%	-2%	.	3%	8%	-0.8%	i
CCCCSC1=N/C(=C/c2ccsc2)C(=O)N1c1ccccc1	?	-1%	0%	-2%	3%	?	?	10%	i
CC(C)C[C@@H](CN1CCC[C@H]1CN1C(=O)C(=O)NC[C@@H]1Cc1ccc(O)cc1)N1C[C@H](Cc2ccc(O)cc2)N(CC2CCCCCC2)C(=O)C1=O	.	.	-4%	.	.	-7%	.	-0.2%	i
Cc1ccnc(NS(=O)(=O)c2ccc(NC(=O)/C=C/c3ccccc3)cc2)n1	1%	-1%	1%	10%	-11%	-5%	2%	4.8%	i
O=C(/C=C/c1ccco1)N1CCN(S(=O)(=O)c2ccc(F)c(F)c2F)CC1	-2%	13%	-7%	2%	9%	-4%	-10%	2.7%	i
CCCN(C(=O)CSc1nnc2ccccn12)C1CCS(=O)(=O)C1 (configuration not stated)	6%	11%	.	9%	8%	0%	16%	0.3%	i
CC12C=CC(=O)C=C1CCC1C2C(O)CC2(C)C1CCC2(O)C(=O)CO (configuration not stated)	16%	-1%	6%	-1%	0.058µM*	9%	-3%	-0.7%	i
Cc1ccc(S(=O)(=O)N2CN(CC3CCCO3)c3nc4ccccc4nc32)c(C)c1 (configuration not stated)	-1%	-7%	.	-4%	-18%	0%	-25%	0.1%	i
C=CCC1c2cccc(C(=O)O)c2C(=O)N1c1cccc(C)c1 (configuration not stated)	23%	-2%	-10%	-4%	-14%	1%	-7%	0.3%	i
CCOC(=O)CSc1nc(-c2ccccc2)cc(C(F)(F)F)c1C#N	.	2%	-1%	3%	6%	.	-1%	20%	i
COc1ccccc1NC(=O)CN(Cc1ccco1)C(=O)c1cccs1	0%	-16%	.	3%	2%	2%	?	6.4%	.
C#CCNC(=O)C[C@@H]1C[C@@]2(C(=O)OCC)CCC=C2N(Cc2ccc3c(c2)OCO3)C1=O	.	.	0%	.	.	-3%	.	0.0%	i
CCN(C(=O)COc1cccc2cccnc12)C1CCS(=O)(=O)C1 (configuration not stated)	13%	2%	.	-2%	3%	7%	-11%	0.9%	.
CCC/C(=N/NC(=O)c1ccccc1Cl)c1ccccc1	9%	-24%	2%	-2%	-6%	-6%	-2%	-0.4%	?
CCN(CC)CCn1c(=O)n(-c2ccc(Cl)cc2)c(=O)c2c3c(sc21)CN(C)CC3	?	-5%	?	-16%	-11%	-9%	0%	5.0%	?
CNc1nc(Cl)nc2ncn(C)c12	1%	-5%	-4%	0%	-3%	11%	6%	-0.3%	i
CCc1ccccc1NC(=O)CSc1nc2c(c(-c3ccco3)c1C#N)CCCC2	18%	-4%	-17%	-14%	9%	-6%	0%	-0.7%	i
Cc1cc(C)nc(-n2nc(C)c3c2N(Cc2ccccc2F)C(=O)CC3c2ccc(Cl)cc2)n1 (configuration not stated)	.	-23%	-9%	-19%	-16%	.	0%	-1.2%	i
Cc1cccc(NC(=O)CN2CCN(C(=O)c3ccc(-c4nc5ccccc5s4)o3)CC2)c1C	?	-11%	?	?	?	-24%	1%	1.9%	?
CCc1ccc(OCCn2cccn2)cc1	13%	2%	15%[11.3 µM]	-1%	?	-9%	-11%	0.8%	i
COc1cc(OC)cc(-n2c(=O)c3sccc3n(Cc3ccc(F)cc3)c2=O)c1	.	7%	5%	-9%	11%	.	19%	-0.7%	i
O=C(Cn1c(=O)oc2ccccc21)Nc1ccc(Cl)cc1	19%	-7%	.	2%	5%	7%	-1%	0.6%	?
CCc1ccc(C(=O)CCC2CCCCC2=O)cc1 (configuration not stated)	.	-4%	50%[activator]	-1%	?	-2%	-15%	3.0%	i
O=C(OCc1ccc(F)cc1)c1ccc2ccccc2n1	13%	4%	-12%	-1%	3%	-3%	-3%	6.0%	i
CC(=O)Nc1ccc(NC(=O)CCCCCn2nnc3ccccc3c2=O)cc1	0%	2%	-1%	6%	10%	-2%	7%	-0.4%	i
Cn1c(=O)c(=O)n(C)c2cc(N3CCCCC3)c(NS(=O)(=O)c3ccc(Br)cc3)cc21	-1%	4%	-7%	0%	?	-3%	16%	-1.0%	i
COc1ccc(NC(=O)CNc2cc(S(=O)(=O)N3CCOCC3)ccc2NCC2CCCO2)cc1 (configuration not stated)	5%	-15%	16%	-3%	-24%	-6%	-17%	2.5%	i

Ordered by value in TGFb inhibitor (low to high): some entries from above
| compound | EPAC2 antag | TGFb inhibitor | Nrf2 activator |
| --- | --- | --- | --- |
| CCc1ccc(C(=O)CCC2CCCCC2=O)cc1 (configuration not stated) | -2% | -15% | 3.0% |
| CCC/C(=N/NC(=O)c1ccccc1Cl)c1ccccc1 | -6% | -2% | -0.4% |
| CCOC(=O)CSc1nc(-c2ccccc2)cc(C(F)(F)F)c1C#N | . | -1% | 20% |

New compounds follow:
SMILES	MCF10A rerep	HepG2 viability	ATXN2 expr inh	A549 tox	Nrf2 block	EPAC2 antag	TGFb inhibitor	Nrf2 activator	S2 tox
CCn1c(=O)c(C(=O)NNS(=O)(=O)c2ccc(C)cc2)c(O)c2ccccc21	?	-18%	-17%	-28%	15µM*	-2%	-8%	3.1%	i
CCOC(=O)c1cc(-c2ccc(F)cc2)n(CCC(=O)NCc2ccccc2OC)c1C	.	-25%	.	-14%	.	.	-42%	7.3%	.
CCc1ccc(NC(=O)c2sc3nc(C)c(Cl)c(C)c3c2NC(=O)c2ccccc2OC)cc1	.	-13%	-2%	8%	4%	.	20%	-0.9%	i
CCc1cc(=O)oc2cc(OCC(N)=O)c(Cl)cc12	8%	-4%	-13%	-5%	-19%	-1%	4%	0.2%	i
COc1ccc(-n2sc3ccccc3c2=O)cc1	.	13µM*	?	.	.	-3%	20µM*	26%	.
CC(C)CCN1C(=O)c2ccc(C(=O)OCn3nnc4ccccc4c3=O)cc2C1=O	16%	0%	-3%	0%	?	-6%	-2%	0.4%	i
CCn1cc(/C=C(\NC(=O)c2ccccc2OC)C(=O)N2CCOCC2)c2ccccc21	.	-21%	.	.	.	-8%	-6%	4.2%	?
Cc1cc(=O)oc2cc(NC(=O)COc3cccc(C(F)(F)F)c3)ccc12	?	-3%	10%	4%	5%	5%	3%	-0.9%	i
CCOC(=O)Cc1csc(NC(=O)COc2cccc(C)c2)n1	1%	16%	.	1%	4%	8%	-1%	-0.7%	i
O=C(CN(CCc1ccccc1)S(=O)(=O)c1ccc(Br)cc1)NCc1ccc(Cl)cc1	.	-30%	12%	8%	-11%	.	7%	-0.8%	i
COC(=O)c1ccc(CSCC(=O)Nc2ccccc2)cc1	0%	23%	-18%	-6%	7%	7%	0%	-0.1%	i
Nc1nc(SCC(=O)NCCN2CCOCC2)nc2sc3c(c12)CCC3	-14%	0%	-12%[11.3 µM]	-3%	-2%	1%	-4%	0.3%	i
CC(=O)Nc1ccc(S(=O)(=O)N2CCN(CCCOc3ccccc3Cl)CC2)cc1	-3%	-8%	.	4%	-17%	-4%	1%	0.0%	.
COc1ccc(/C=N/NC(N)=S)cc1OC(=O)c1ccccc1	9%	-16%	2%	-11%	10%	-2%	4%	-0.2%	i
CCC1Oc2ccccc2N(CC(=O)NCc2ccco2)C1=O (configuration not stated)	-6%	-45%	-16%	0%	0%	4%	5%	4.5%	i
CCN(CC)C(=O)C1=C(C)N(CCCN2CCCC2=O)C(=O)C(CC(=O)NC2CC2)C1 (configuration not stated)	.	1%	9%	.	.	-2%	2%	-0.2%	i
COc1ccc(NS(=O)(=O)c2cc(NC(=O)c3cccs3)ccc2N2CCCC2)cc1	14%	-22%	-15%	-17%	-9%	-2%	-9%	3.1%	i
CC1=C(c2ccc(C)cc2)S(=O)(=O)N(Cc2ccc(C(=O)Nc3ccccc3C)cc2)C1=O	.	-8%	.	-19%	?	.	0%	-0.5%	.
CCCCC(=O)N(C)c1c(CC)nc2c(OCC(=O)c3ccc(F)cc3)cccn12	.	2%	-2%	.	.	-9%	7%	0.1%[9.22 µM]	i
Cc1ccc(C(=O)Nc2ccc(S(=O)(=O)Nc3onc(C)c3C)cc2)cc1	.	1%	14%	-10%	-1%	.	10%	2.6%	i

Source: PubChem BioAssay
